# Assay outcomes as filed in PubChem BioAssay.
# TRb SRC2 PPI – TRbeta-SRC2 interaction inhibition | Potency, µM (highest dose often 106 µM), inactives show at the top dose activity change, negative = inhibition, most hits filed as inhibitors | actives 0.065% (n = 280,000) | TRbeta-SRC2 peptide binding, fluorescence polarization; receptor liganded with 1 µM T3 | AID 1469;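 note: plate controls were bound peptide for no effect and peptide without receptor for full effect; nearly all actives have a fitted effect of over 50% in size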
#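 Polarization signal, normalized between peptide-alone and full complex controls, measured compound effects on T3-liganded human TRb LBD (0.6 uM) binding 20 nM Texas Red SRC2 peptide after 5 hr.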
# Tau fibril FP – blocks human tau fibril formation measured by polarization. K18 P301L tau heparin fibrillization, Alexa594 FP, 6 h. Potency, µM (highest dose often 57.7 µM), for the others: at the highest dose activity, negative = inhibition, hits mostly inhibitors. actives 0.39% (n = 280,000); note: % is set by controls: 0 for no effect and ±100 for the full control effect; nearly all actives have a fitted effect of over 55% in size
# Target sequence (P10636 561-689 P618L limits assumed): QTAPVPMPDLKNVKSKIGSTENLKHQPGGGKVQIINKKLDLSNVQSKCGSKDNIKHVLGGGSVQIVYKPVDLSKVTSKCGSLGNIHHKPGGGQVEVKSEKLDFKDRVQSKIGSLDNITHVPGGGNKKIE
#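 Heparin (20 uM) drove fibril formation of recombinant tau K18 P301L, 15 uM unlabeled with 0.24 uM Alexa 594 label, for 6 hr at 37 C in 100 mM sodium acetate pH 7. Fluorescence polarization (555/632 nm) read 1 hr after 30 uM ThT.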
# Tau fluor counter – counter-screen for tau fibril formation inhibitors; tau K18 P301L Alexa594 fluorescence, heparin fibrillization; Potency, µM (doses to about 57.7 µM), for inactives: at the top dose activity change, negative = decrease; actives 0.93% (n = 280,000); AID 1463; note: % is set by controls: 0 for no effect and ±100 for the full control effect; nearly all actives have a fitted effect of over 55% in size
#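 Human tau K18 P301L (15 uM unlabeled, 0.24 uM Alexa 594-labeled) in 100 mM sodium acetate pH 7 with 20 uM heparin, 6 hr at 37 C. ThT 30 uM added, 1 hr ambient; Alexa 594 FP and total fluorescence read at 555/632 nm.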
# HTT cytoprotect – Huntington cell model cytoprotection by ATP luminescence | actives 0.14% (n = 230,000) | PC12 HTT-Q103 induced, cytoprotection, ATP luminescence, 40 h | Potency, µM (series often up to 56.4 µM), for the others: cytoprotection (ATP increase), hits mostly activators | AID 1471;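 note: % of control where 0% means no effect; nearly all actives have a fitted effect of over 45% in size; toxic huntingtin expression switched on by the ecdysone agonist tebufenozide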
#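 ATP quantification (ATPlite) reports survival of PC12 cells in which tebufenozide, 100 nM final, switches on Htt exon 1 with 103 glutamines linked to GFP; compounds are titrated.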
# RECQ1 helicase – RECQ1 (human) helicase inhibition. RECQ1 DNA unwinding, red fluorescence kinetic read. Potency, µM (titrated, usually from 57.3 µM), for inactives: at the top dose activity, negative = inhibition, actives largely listed as inhibitors. actives 0.54% (n = 240,000);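 note: plate controls were vehicle for no effect and no enzyme for full effect; nearly all actives have a fitted effect of over 30% in size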
#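 RECQ1T1 50 nM; forked duplex (20 bp + 30-nt ss tails) 200 nM, ATP 2 mM final; pH 8.0, 2 mM MgCl2, 2.5 ug/ml poly(dI-dC); 15 min compound preincubation; discontinuous kinetic read over 2 h at RT.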
# L3MBTL1 block – blocks human L3MBTL1; Q9Y468; AlphaScreen L3MBTL1–H3K9me1 peptide binding; Potency, µM (titrated, usually from 57.1 µM), for inactives: at the highest dose activity, negative = inhibition, usual class: inhibitors; actives 0.66% (n = 230,000); note: % is set by controls: 0 for no effect and ±100 for the full control effect; nearly all actives have a fitted effect of over 60% in size
# Target sequence (Q9Y468 whole entry, looked up): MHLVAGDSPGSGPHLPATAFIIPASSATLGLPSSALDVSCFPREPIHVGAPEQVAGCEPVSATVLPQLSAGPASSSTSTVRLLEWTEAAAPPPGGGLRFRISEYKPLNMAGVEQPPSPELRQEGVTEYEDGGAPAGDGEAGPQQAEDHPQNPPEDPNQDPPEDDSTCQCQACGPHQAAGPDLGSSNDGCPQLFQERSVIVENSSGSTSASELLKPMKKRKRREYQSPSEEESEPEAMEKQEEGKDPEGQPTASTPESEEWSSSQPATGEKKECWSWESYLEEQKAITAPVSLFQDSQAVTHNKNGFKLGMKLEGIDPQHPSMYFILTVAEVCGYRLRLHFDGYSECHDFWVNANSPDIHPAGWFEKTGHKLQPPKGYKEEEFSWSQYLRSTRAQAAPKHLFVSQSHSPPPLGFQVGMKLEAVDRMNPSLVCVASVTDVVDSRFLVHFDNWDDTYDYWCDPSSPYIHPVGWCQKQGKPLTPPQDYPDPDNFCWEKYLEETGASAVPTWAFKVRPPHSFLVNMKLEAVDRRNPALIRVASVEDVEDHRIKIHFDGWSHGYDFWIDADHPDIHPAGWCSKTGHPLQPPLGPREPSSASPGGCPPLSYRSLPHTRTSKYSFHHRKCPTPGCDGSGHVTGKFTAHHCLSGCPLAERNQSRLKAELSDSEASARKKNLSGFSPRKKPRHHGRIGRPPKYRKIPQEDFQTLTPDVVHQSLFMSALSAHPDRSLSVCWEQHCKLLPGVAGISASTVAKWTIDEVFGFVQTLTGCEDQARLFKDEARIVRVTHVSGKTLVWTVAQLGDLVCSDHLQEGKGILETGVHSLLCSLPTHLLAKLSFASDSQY
#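 Displacement of a biotinylated histone H3(1-15) peptide monomethylated at Lys9 (75 nM) from L3MBTL1 (50 nM) was measured by AlphaScreen after a 30 min room-temperature compound incubation; cefsulodin titration served as intraplate control.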
# Tau fibril ThT – tau fibrillization inhibition (ThT binding). P10636. recombinant tau K18 P301L (four-repeat tau fragment), heparin-induced fibrillization, ThT fluorescence. Potency, µM (titrated, usually from 57.4 µM), inactives show at the top dose activity, negative = inhibition, hits mostly inhibitors. actives 2.1% (n = 270,000); note: % is set by controls: 0 for no effect and ±100 for the full control effect; nearly all actives have a fitted effect of over 55% in size
#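 Aggregation was driven by heparin (20 uM final) acting on recombinant tau […] bearing P301L in 100 mM sodium acetate pH 7; fibrils were detected with Thioflavin T.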
# TexasRed fluor – counter-screen for TRb-SRC2 inhibitors: fluorescence interference | TRb/SRC2 Texas Red total fluorescence interference | Potency, µM (highest dose often 106 µM), without a hit: top-dose fluorescence change, negative = quenching | actives 0.29% (n = 280,000); active = well fitted curve in either direction with a large enough effect; inconclusive = small, poorly fitted or top-dose-only effect; note: % is set by controls: 0 for no effect and ±100 for the full control effect
#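 Flags fluorescent or light-absorbing compounds by total fluorescence, S + 2P, at 555 nm excitation and 632 nm emission. Mixture: 20 nM Texas Red SRC2 peptide, 0.6 uM human TRb LBD, 1 uM T3, 5% DMSO; compound exposure 5 h at ambient temperature.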
# An asterisk follows results filed as active; i = inactive; ? = inconclusive; nt = not tested or not shown; & = joins results of further samples; [ ] = dose if it differs, or a comment. Unless noted, calls come from the whole dose curve; as a rule, active = well fitted curve in the direction sought with a large enough effect; inconclusive = small, poorly fitted or top-dose-only effect, or another doubt; inactive = no such curve, though single readings can be large; an effect the other way counts as inactive or inconclusive. Potency is the fitted concentration of half-maximal effect. Some of the compounds tested; the hit share may differ from the screen's.
SMILES,TRb SRC2 PPI,Tau fibril FP,Tau fluor counter,HTT cytoprotect,RECQ1 helicase,L3MBTL1 block,Tau fibril ThT,TexasRed fluor
Cc1cc(C(=O)OC(C(=O)Nc2cccc(C(F)(F)F)c2)c2ccccc2)c(C)o1 (stereo unspecified),5%,?,-24%,29%[10 µM],-22%,11%,-4%,-2%
CC(C)C(=O)Nc1cccc(NC(=O)CCN2C(=O)c3ccccc3S2(=O)=O)c1,-1%,3%,0%,-16%,-2%,1%,-6%,-3%
CC1S/C(=N/N=C2CCC(C(C)(C)C)CC2)NC1=O (stereo unspecified),-1%,-1%,-18%,10%[1.9 µM],-2%,-14%,?,5%
CN1CCN(c2ccc(Cl)cc2NC(=O)c2ccc(S(=O)(=O)N3CCCCCC3)cc2)CC1,-16%,-3%,-21%,-20%,i,2%,-8%,2%
O=C(Nc1ncnc2c1ncn2C1OC(COC(=O)c2ccccc2)C(F)C1O)c1ccccc1 (stereo unspecified),-5%,4%,4%,-3%,i,2%,9%,-5%
Cc1c(NS(=O)(=O)c2ccc3[nH]c(=O)[nH]c3c2)c(=O)n(-c2ccccc2)n1C,0%,7%,1%,-1%,i,4%,5%,-1%
CCCCNC(=O)N1CCN(C(=O)c2ccco2)CC1,-2%,-1%,2%,-14%,i,-6%[11.4 µM],-7%,-4%
Cc1cc(C)nc(N/N=C/C2=C(O)CC(c3ccccc3)CC2=O)n1 (stereo unspecified),-3%,-2%,10%,-1%[10 µM],-4%,nt,nt,-4%
CCOC(=O)c1[nH]c2ccc(OC)cc2c1NC(=S)N1CCN(c2cccc(Cl)c2)CC1,11%,10%,7%,-8%[10 µM],2%,-2%,10%,0%
Cn1ncc([N+](=O)[O-])c1C(=O)N/N=C/c1ccc(F)cc1,2%,3%,2%,nt,3%,2%,-5%,-4%
CC(Sc1ccc2ccccc2c1)C(=O)NC(N)=O (stereo unspecified),7%,0%,-13%,-19%,-1%,-2%,-9%,1%
Cc1ccc(-c2cc(C(=O)N/N=C/C=C/c3ccco3)c3ccccc3n2)cc1C,-2%,4%,-19%,-79%[inhibitor],i,nt,-9%,-1%
Cc1ccc(C)c(NC(=O)CSc2nc(=O)n(Cc3ccccn3)c3c2CCC3)c1,-5%,-8%,2%,nt,nt,nt,-1%,-2%
Cc1cc(=O)[nH]c(CN2CCOCC2)n1,3%,-13%,-2%,22%[10 µM],i,1%,-3%,-5%
COc1ccc(NC(=O)CSc2nc(-c3ccccc3)[nH]c2-c2ccccc2)cc1OC,3%,2%,16µM*[quencher],nt,nt,nt,?,-3%
CCOC(=O)c1cnc(-c2ccccc2)nc1Oc1ccccc1,-1%,-1%,-13%,-18%,i,42%[activator],-13%,0%
C=CCn1c(SCCC#N)nnc1-c1ccncc1,7%,-9%,1%,9%,-4%,nt,-6%,2%
CN(C)S(=O)(=O)c1cccc(NC(=O)COC(=O)c2cccc(S(=O)(=O)N3CCc4ccccc4C3)c2)c1,2%[53 µM],?,-28%,-6%[10 µM],-3%,-4%,12%,-1%[53 µM]
Cc1ncc([N+](=O)[O-])n1CC(=O)NCc1ccccc1,0%,3%,-4%,18%,-6%,1%,-10%,-1%
Cc1ccc(C)c(NC(=O)C(OC(=O)c2ccc(C)s2)c2ccccc2)c1 (stereo unspecified),-1%,4%,-4%,-5%[10 µM],-7%,-15%,-1%,-2%
Cc1ccc2c(CSc3nnc(C4CC4)n3N)cc(=O)oc2c1C,3%,-1%,-10%,13%,-8%,6%,-14%,2%
C=CCNC(=O)c1ccccc1NC(=O)COc1ccc(OC)cc1,-7%,-9%,-8%,-48%[inhibitor],i,13%,-7%,2%
Cn1c(SCC(=O)Nc2ccccc2)nc2c([nH]c3ccccc32)c1=O,4%,-2%,-22%,10%,i,6%,-3%,-2%
Cc1ccccc1-c1nsc(SCC(=O)NCc2ccc3c(c2)OCO3)n1,-9%,0%,-23%,-17%[10 µM],-7%,10%,-12%,1%
Cc1nc2c(C#N)c[nH]n2c(=O)c1Cc1ccccc1,-9%,-6%,-1%,-12%,1%,7%,-3%,-2%
SMILES,TRb SRC2 PPI,Tau fibril FP,Tau fluor counter,HTT cytoprotect,RECQ1 helicase,L3MBTL1 block,Tau fibril ThT,TexasRed fluor
CCOC(=O)C1C(=O)CC(C)(O)C(C(=O)OCC)C1c1ccc(C)s1 (stereo unspecified),-6%,3%,-4%,-1%[0.074 µM],8%,nt,-11%,-1%
CN(C)S(=O)(=O)c1ccc(NC(=O)C2CC3C=CC2C3)cc1 (stereo unspecified),-4%,1%,-5%,-14%[10 µM],-9%,12%,-2%,?
CCOC(=O)c1ccccc1NC(=O)N(C(C)C)C1CCN(C(C)=O)CC1,2%,-4%,-15%,nt,nt,nt,-13%,2%
CCn1c(SCC(=O)N2c3ccccc3CCc3ccccc32)nnc1-c1ccc(OC)cc1,17%,8%,-2%,13%[10 µM],2%,-11%,-1%,0%
COc1ccc2c(c1)C1NC(=S)NC(C)(O2)C1C(=O)Nc1ccccc1C (stereo unspecified),4%,1%,-3%,-19%,-20%,2%,-11%,1%
CC(=O)N1CCCc2cc(S(=O)(=O)N3CCCC(C(=O)Nc4cccc(F)c4)C3)ccc21 (stereo unspecified),-1%,-5%,-21%,nt,nt,nt,-10%,-3%
C=CCSc1nc(NC)c2sccc2n1,0%,-3%,-4%,5%,-9%,11%,-7%,-2%
CC(NC(=O)c1ccco1)C(=O)OC(C)C(=O)NCc1ccccc1 (stereo unspecified),1%,2%,2%,-6%,-4%,8%,3%,2%
CN(C)/C=C1\C=C2C(=O)c3ccccc3N2C1=O,6%,-1%,-1%,-34%[10 µM],?,-21%,?,-6%
O=C(Nc1cc(Cl)ccc1Cl)c1noc2c1CCCC2,1%,-3%,-13%,-8%,i,nt,-7%,0%
O=C(CC1CCCC1)NCCc1cn2ccccc2n1,-12%,6%,-4%,12%,-1%,nt,-8%,0%
O=C(Nc1ccc(Cl)cc1)Nc1ccc(Cl)c(Cl)c1,-1%[201 µM],nt,nt,-83%[inhibitor],nt,15%,nt,0%[201 µM]
Cc1ccc(S(=O)(=O)NCCC(=O)O)cc1,0%,0%,-5%,3%,-9%,nt,-2%,2%
Cc1cc(C)n(-c2nc(SCCN(C)C)c3c4c(sc3n2)COC(C)(C)C4)n1,-2%,2%,-11%,-91%[inhibitor],-12%,40%[activator],?,-5%
Cc1cc(C)cc(N(CC(=O)NC(C)(C)C)C(=O)CNC(=O)c2cccs2)c1,-1%,6%,9%,-7%[10 µM],-6%,57%[activator],7%,-1%
O=C(COc1ncnc2c(Cl)cc(Cl)cc12)NCCC1=CCCCC1,7%,-16%,-13%,-12%[10 µM],-3%,nt,-3%,3%
COC(=O)c1c(C)cc(OC(C)=O)c(C)c1OC(C)=O,4%,3%,2%,-2%,-9%,-1%,-5%,0%
CC#CC(=O)N1CCC(CCc2ccccc2)(C(=O)OCC)CC1,-4%,-11%,8%,-21%[10 µM],i,-2%,4%,-1%
O=C(COc1ccc(N2C(=O)c3ccccc3C2=O)cc1)c1ccccc1,7%,0%,6%,-2%[10 µM],-5%,4%,3%,0%
CCCCCn1c(-c2ccc(OC)c(OC)c2)nc2ccccc21,-2%,5%,-13%,nt,nt,nt,-14%,-1%
O=C(O)c1cccc(CSc2nnc(Cc3ccccc3)o2)c1,6%,-3%,1%,-22%[0.074 µM],6%,nt,0%,-1%
Cc1ccccc1C(=O)c1cccn1CC(=O)NCc1ccccc1,2%&4%,5%&-6%,-6%&-17%,16%,-3%,nt,-1%&-6%,-8%&-1%
COc1ccc(OC)c(-n2nnnc2SCC(=O)O)c1,-17%,-4%,-5%,18%,-5%,nt,-8%,0%
Cc1ccc(/C=N/NC(=O)CNC(=O)c2cccc([N+](=O)[O-])c2C)o1,-5%,8%,4%,-33%[inhibitor],i,-9%,1%,2%
NS(=O)(=O)c1cccc(NC(=O)c2cccs2)c1,-2%,-4%,4%,6%[10 µM],i,nt,2%,-1%
COc1ccc(NC(=O)COC(=O)Cn2nnc3ccccc32)cc1,0%,-4%,-3%,-8%,i,-24%,0%,-1%

# Exported with bars between the fields: entries from further up
molecule | TRb SRC2 PPI | Tau fibril FP | Tau fluor counter | HTT cytoprotect | RECQ1 helicase | L3MBTL1 block | Tau fibril ThT | TexasRed fluor
COC(=O)c1c(C)cc(OC(C)=O)c(C)c1OC(C)=O | 4% | 3% | 2% | -2% | -9% | -1% | -5% | 0%
CC#CC(=O)N1CCC(CCc2ccccc2)(C(=O)OCC)CC1 | -4% | -11% | 8% | -21%[10 µM] | i | -2% | 4% | -1%
O=C(COc1ccc(N2C(=O)c3ccccc3C2=O)cc1)c1ccccc1 | 7% | 0% | 6% | -2%[10 µM] | -5% | 4% | 3% | 0%
CCCCCn1c(-c2ccc(OC)c(OC)c2)nc2ccccc21 | -2% | 5% | -13% | nt | nt | nt | -14% | -1%
O=C(O)c1cccc(CSc2nnc(Cc3ccccc3)o2)c1 | 6% | -3% | 1% | -22%[0.074 µM] | 6% | nt | 0% | -1%
Cc1ccccc1C(=O)c1cccn1CC(=O)NCc1ccccc1 | 2%&4% | 5%&-6% | -6%&-17% | 16% | -3% | nt | -1%&-6% | -8%&-1%
COc1ccc(OC)c(-n2nnnc2SCC(=O)O)c1 | -17% | -4% | -5% | 18% | -5% | nt | -8% | 0%
Cc1ccc(/C=N/NC(=O)CNC(=O)c2cccc([N+](=O)[O-])c2C)o1 | -5% | 8% | 4% | -33%[inhibitor] | i | -9% | 1% | 2%
NS(=O)(=O)c1cccc(NC(=O)c2cccs2)c1 | -2% | -4% | 4% | 6%[10 µM] | i | nt | 2% | -1%
COc1ccc(NC(=O)COC(=O)Cn2nnc3ccccc32)cc1 | 0% | -4% | -3% | -8% | i | -24% | 0% | -1%
